# TAG inh: triacylglycerol accumulation inhibition | H9c2 cells, Nile Red lipid (TAG) fluorescence; cells loaded with 200 µM oleic acid | inhibition, % at 12.5 µM | 230,000 tested, 0.66% active | AID 651582;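 active = pattern-corrected inhibition of lipid staining of at least 50% with the nuclear-stain viability signal not falling by more than 50%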;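 note: 0% = DMSO wells and 100% = triacsin C control wells; some results filed as inactive read as strong as hits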
# TAG inh DAPI viability: second read-out of TAG inh, no call of its own (marks repeat the call); DAPI nuclei signal change (viability), lower = more cytotoxic, %;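 whole-well DAPI fluorescence read on a plate reader as a viability signal; minus 50 percent equals half of cells still viable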
# Numbers without * were called inactive; i = inactive; & = joins results of further samples. A portion of the library (hit frequency here may not be typical).
SMILES,TAG inh,TAG inh DAPI viability
COCc1[nH]nc2c1C(c1ccc(OC)cc1)C(C#N)=C(N)O2 (configuration not stated),1,-1
CCOC(=O)N/N=C/c1ccc(N2CCOCC2)s1,-5,-2
CN1CCOCCOCCN(C)C1=O,6,0
Cc1ccc(C)c(-c2csc(-c3cccnc3)n2)c1,1,-1
CCCC(C(=O)NC(C)(C)C)N(Cc1ccccc1)C(=O)c1snc(C(N)=O)c1N (configuration not stated),69*,-38*
COc1cccc(N(C(=O)c2cccs2)c2nc3ccccc3s2)c1,7,0
Cc1cc(C(=O)OCC(=O)N2CCCCCC2)ccc1[N+](=O)[O-],-1,-9
O=C(NCCc1ccc(F)cc1)c1ccc2nccnc2c1,5,1
Nc1nc(N2CCCCC2)nc(N(c2ccccc2)c2ccccc2)n1,-3,-5
O=C(COC(=O)c1c(Cl)ccc(Cl)c1Cl)NCC1CCCO1 (configuration not stated),-6,-1
CCc1ccccc1OCC(=O)Nc1cc(S(=O)(=O)N2CCOCC2)ccc1N1CCCCC1,-11,-12
C#CCOCCOCCOCCNc1nc(N2CCN(C(=O)[C@H](CCC(=O)O)n3cc(C(N)CC(C)C)nn3)CC2)nc(N2CCN(C(=O)[C@H](CCC(=O)O)n3cc(C(N)[C@H](C)CC)nn3)CC2)n1 (some centres not stated),-9,0
CCCCN1C(=O)C2NN=C(C(=O)OCC)C2C1=O (configuration not stated),-29,-7
O=C(NNC(=S)Nc1ccccc1)c1ccco1,5,-2
CCN(CC)CC(=O)Nc1nc(-c2ccc(Cl)cc2)cs1,-20,0
CCN1CCN(c2cc(-c3ccccc3)nc3cc(-c4cccc(F)c4)nn23)CC1,37,i
CC(C)COC(=O)OCN1C(=O)CN(CCN2CC(=O)N(COC(=O)OCC(C)C)C(=O)C2)CC1=O,-4,1
CCc1cccc2c(C#N)cn(CCOc3ccccc3OC)c12,2,5
COc1ccccc1NC1=NC2(CCCC2)N=C(N)N1,9,-9
CCOC(=O)CCCCCC(=O)Nc1ccc2c(c1)C(=O)N([C@@H](C)CO)C[C@H](C)[C@H](CN(C)C(=O)Nc1ccc(F)cc1)OCCCC[C@H](C)O2,1,-10
CCCCn1c(N)c(N(CC(C)C)C(=O)c2cc(-c3ccc(OC)c(OC)c3)nc3ccccc23)c(=O)[nH]c1=O,6,-5
COCCCN1C(=O)C(CC(=O)NC2CCCCC2)CC(C(=O)N2CCOCC2)=C1C (configuration not stated),6,-6
CC(C)(C)C1=Nn2c(nnc2-c2ccco2)SC1,26,-11
COc1ccc(S(=O)(=O)N2CCCCCC2)cc1C(=O)N(C)CC(=O)Nc1ccccc1Cl,0,1
Cc1ccccc1CN1C(=O)[C@H]2Cc3c([nH]c4ccccc34)C(C)(C)N2C1=O,9,-3
CCOc1ccc(NS(=O)(=O)c2cc(C(=O)N(CC)CC(=O)NCc3cccs3)ccc2C)cc1,20,0
Cc1cnc(C(=O)Nc2ccccc2-c2ccc(C)o2)cn1,2,31
C#CCOCCOCCOCCNc1nc(N2CCN(C(=O)[C@H]([C@@H](C)O)n3cc(CCCCN)nn3)CC2)nc(N2CCN(C(=O)[C@H](CCCCN)n3cc(CC(C)O)nn3)CC2)n1 (some centres not stated),-16,2
CCOC(=O)C1CCN(Cc2nc3ccccc3c(=O)n2-c2ccc(F)cc2)CC1,-6,7
COc1ccc(CC(=O)Oc2ccccc2Cl)cc1S(=O)(=O)N1CCOCC1,3,1
O=c1[nH]c(SCc2ccc(F)cc2)nc2c1cnn2-c1ccc(F)cc1,-2,9
O=C(Nc1nnc(S(=O)(=O)N2CCCC2)s1)c1ccccc1Br,-27,9
CCc1ccc(NC(=O)C(C)OC(=O)/C=C/c2ccc(O)c(OC)c2)cc1 (configuration not stated),20,-8
CC1CCCCN1CCCNC(=O)c1ccc2nc(N3CCCCC3)sc2c1 (configuration not stated),19,-13
CN(C)NC(=S)NC(=O)C12CC3CC(CC(C3)C1)C2,-10,-17
COc1ccc(CCNC(=O)c2cc3c(cc2Cl)N2CCCCCC2=NS3(=O)=O)cc1,-16,0

# Next part, starting with the last 2 of the part before.
SMILES,TAG inh,TAG inh DAPI viability
CN(C)NC(=S)NC(=O)C12CC3CC(CC(C3)C1)C2,-10,-17
COc1ccc(CCNC(=O)c2cc3c(cc2Cl)N2CCCCCC2=NS3(=O)=O)cc1,-16,0
COC(=O)C1=C(C)NC(=O)CC1c1ccccc1 (configuration not stated),5,6
O=C1CSC(c2ccccc2)N1c1cccnc1 (configuration not stated),-5,7
O=C(NCCNC(=O)C1CC2CCC1C2)C1CC2CCC1C2 (configuration not stated),32,9
O=C(NCc1cccnc1)c1cc(C2CCCCN2C(=O)OCc2ccccc2)on1 (configuration not stated),7,2
Cc1ccsc1-c1nc(CSCC(=O)NCc2ccc3c(c2)OCO3)c(C)o1,-1,4
O=C(NCc1cccnc1)Nc1cccc(NC(=O)NCc2cccnc2)c1F,5,-7
O=C(COC(=O)c1ccccc1)NCCC1=CCCCC1,0,1
NC(=O)CN1C(=O)/C(=c2\sc3nc(=O)c(Cc4ccccc4)nn3c2=O)c2ccccc21,1,1
CN(C)c1nc(Nc2ccccc2)nc(Oc2ccc(=O)[nH]n2)n1,29,-2
O=C(c1cc(C2CCCCN2S(=O)(=O)c2ccccc2)on1)N1CCOCC1 (configuration not stated),6,-9
COC(=O)[C@H]1[C@H]2C[C@@H]3c4[nH]c5cc(OC)ccc5c4CCN3C[C@H]2C[C@@H](OC(=O)/C=C/c2cc(OC)c(OC)c(OC)c2)[C@@H]1OC,41,20
COc1cc(/C=C2/N=C(c3ccccc3)OC2=O)c(F)cc1OCc1ccccc1,-8,-1
COc1ccc(NS(=O)(=O)c2cccc(C(=O)O)c2)cc1S(=O)(=O)N1CCCCC1,11,4
COC(=O)[C@H]1C[C@@H]1[C@H](NS(=O)(=O)c1ccccc1)c1ccccc1,12,-4
OC(CNCCNc1ncccc1C(F)(F)F)COc1ccc(F)cc1 (configuration not stated),3,7
O=C1NCCN(Cc2c(F)cccc2Cl)C1CC(=O)N1CCCO1 (configuration not stated),-13,13
O=C(C[C@@H]1C/C=C\C[C@@H](Cc2ccc(F)cc2)C(=O)OC[C@@H](Cc2c[nH]c3ccccc23)NC1=O)NCCO,3,0
CCC(C)[C@H]1COCCS(=O)(=O)N1Cc1ccccc1F (some centres not stated),-13,5
COc1ccccc1CCCNC(=O)C1CCC(=O)N(CCc2ccc(Cl)cc2)C1 (configuration not stated),-1,-4
COc1ccc(N2CCN(C(=O)Cc3csc(NC(=O)Nc4ccccc4OC)n3)CC2)cc1,1,4
COc1ccc([C@H]2C[C@H](n3cc(COC(=O)c4ccccc4)nn3)[C@@H](O)CN2C(=O)c2cccs2)cc1,1,-3
O=C(Nc1cccc(Cl)c1)Nc1cnccn1,14,8
CN(C)S(=O)(=O)c1ccc(C(=O)Oc2ccccc2)cc1,-1,0
Cc1ccc(-c2nnn(CC(=O)NCC3COCCO3)n2)o1 (configuration not stated),16,-18
Nc1nc(SCc2ccc(F)cc2)ns1,-3,-2
CCCCCCN1C(=O)C(O)=C(C(C)=O)C1c1ccc(Cl)cc1 (configuration not stated),-11,-2
Cc1ccc(N/N=C/c2c(O)cc(C)oc2=O)cc1,-9,0
CC(C(=O)NCc1ccco1)n1cc([N+](=O)[O-])cn1 (configuration not stated),5,10
COc1ccccc1N1CCN(CCCCOc2ccc(C)cc2C)CC1,-6,7
CCNS(=O)(=O)c1ccc(NC(=O)Nc2ccccc2OC)cc1,26,-5
CCOC(=O)[C@H]1[C@H]2COc3ccc(C)cc3[C@@H]2N2C(=O)c3ccc(Cl)cc3NC(=O)[C@@]12C,-9,-15
Cn1nc(C(=O)NNC(=O)Cc2ccc(S(=O)(=O)N3CCOCC3)s2)c2ccccc2c1=O,-13,3
CCOC(=O)C1CCCN(C(=O)Cn2cnc3c2c(=O)n(C)c(=O)n3C)C1 (configuration not stated),-14,19
CCOC(=O)c1c(-c2ccccc2)csc1NC(=O)CCN1CCOCC1,-35,25
COCCCC1CCN(C(=O)C2CCC(=O)N(CCc3cccc(F)c3)C2)CC1 (configuration not stated),-2,4
COc1ccc(S(=O)(=O)N2CCCCCC2)cc1C(=O)OCc1cccc(OC)c1OC,-10,-4
O=P(NC1CCCCC1)(c1ccccc1)c1ccccc1,-4,3
COc1ccc(NC(=O)CCn2cccc2)c(OC)c1,-18,6
COc1ccc(CC(=O)Nc2ccccc2C(F)(F)F)cc1S(=O)(=O)N1CCOCC1,11,-7
O=S(=O)(Nc1ccc2c(c1)OCO2)c1cccs1,-11,-4
Cc1cc(C)c[n+](CC(=O)c2ccc(C)c([N+](=O)[O-])c2)c1,41,-25
COc1ccc(C(CNC(=O)c2cccc(NS(=O)(=O)c3ccc(Br)cc3)c2)N(C)C)cc1 (configuration not stated),5,7
O=S(=O)(NCCCc1ccccc1)c1ccccc1,10,2
COc1cc([N+](=O)[O-])ccc1NC(=O)/C=C\C(=O)O,-7,-5
COc1cccc(NS(=O)(=O)c2nc3nc(C)cc(C)n3n2)c1,-32,1
Cc1ccccc1OCCN1CCC(Cc2ccccc2)CC1,-6,14
Cc1cc(C(=O)CC#N)c(C)n1-c1ccc(OC(F)F)cc1,-2,-1
Cc1c(N=Cc2ccco2)c(=O)n(-c2ccccc2)n1C,-6,-1
CC1CC(NC(=S)N(C)C)CC(C)(C)C1 (configuration not stated),8,9
O=C(C1=C[C@H](C2CC2)C[C@H](OCCCCO)O1)N1CCOCC1,5,-2
CC1CCN(C(=O)Cn2ncc3c4ccccc4n(C)c3c2=O)CC1,21,-16
COC(=O)COc1c(/C=C\c2nc(O)c([N+](=O)[O-])c(=O)[nH]2)cccc1OC,5,-5
COC(=O)c1onc(-c2c(Cl)cccc2Cl)c1C(=O)OC,-9,8
C[C@@H]1CN([C@H](C)CO)C(=O)CCCn2nncc2CO[C@H]1CN(C)Cc1ccc2cccnc2c1,-6,10
COc1cccc(CNC(=O)c2ccc(C3SCCS3)cc2)c1,-8,3
O=S1(=O)CCN(Cc2cccc(C(F)(F)F)c2)CC1,15,-8
O=C(Nc1ccc(Nc2ccccc2)cc1)c1ccccc1F,-14,8
CCCCCCSc1ccc([C@@H]2[C@H]3C(=O)N(C)C(=O)[C@H]3[C@]3(C(=O)OC)CCCCN23)cc1,-18,3
O=C(NCCc1ccc(F)cc1)c1ccc(Cl)c(S(=O)(=O)N2CCOCC2)c1,-23,-1
CC1(c2nnc(Cc3ccccc3)o2)CC(c2cccc(Cl)c2)=NO1 (configuration not stated),-13,7
# Further compounds follow.
SMILES,TAG inh,TAG inh DAPI viability
COc1cc(CC(=O)OCC(=O)Nc2ccccc2C#N)cc(OC)c1OC,17,4
CN1C(=O)NC(c2ccccc2)C2=C1CN(Cc1ccco1)C2=O (configuration not stated),1,1
Cc1[nH]c2ccccc2c1/C=N/NC(=O)c1cccc(F)c1,1,7
CC(Sc1nnnn1C)C(=O)Nc1nc(-c2ccc(F)c(F)c2)cs1 (configuration not stated),21,-4
COC(=O)c1c(C)oc(C)c1S(=O)(=O)N(C)C1CCCCC1,-2,-5
COCCN(C(=O)COC(=O)C1CC1)c1c(N)n(Cc2ccccc2)c(=O)[nH]c1=O,-3,-5
CCN(CC)S(=O)(=O)c1ccc(-c2nnc(SCC(=O)Nc3nnc(C)s3)n2CC)cc1,-5,0
Cn1c(CCc2nc3ccccc3[nH]2)nnc1SCC#N,-3,-7
Cc1cc(C)nc(N(C#N)CC(=O)N2CCC(C(N)=O)CC2)n1,-2,3
O=C1c2ccccc2C(=O)N1CCCCCCN1C(=O)c2ccccc2C1=O,2,-1
Cc1ccc(C)c(N(CC(=O)NC(C)(C)C)C(=O)CCC(=O)Nc2nccs2)c1,7,-16
COc1ccc(C(C)=O)cc1COC(=O)CCCN1C(=O)c2ccccc2C1=O,5,-3
C=CCOc1ccccc1CN1CCCC(CCC(=O)N(C)CCc2ccccn2)C1 (configuration not stated),13,9
C[C@@H]1CN([C@@H](C)CO)C(=O)CCCn2nncc2CO[C@H]1CN(C)C(=O)Nc1ccc(-c2cccs2)cc1,8,-7
Cn1cc(C(=O)Nc2ccc3c(c2)CCC3)cn1,28,-14
COc1ccc(C(=O)OCC(=O)NCc2cccs2)c(OC)c1OC,27,-1
O=C1c2ccccc2C(=O)C12Cc1ccccc1N1CCN(c3ccccc3)CC12 (configuration not stated),13,4
CCNC(=O)c1cc(S(=O)(=O)N(C)C)c(Cl)cc1Cl,-8,-3
CC1=Nc2ccc(C)cc2/C1=C/c1c(N)n2oc(C)cc2nc1=O,-3&-5,16&10
COC(=O)c1ccc(C2Nc3ccc(/C(C)=N/NC(=O)C(OC)c4ccccc4)cc3C3C=CCC32)cc1 (configuration not stated),36,-20

# Grouped by structure: those above with a Cl atom
SMILES,TAG inh,TAG inh DAPI viability
O=C(COC(=O)c1c(Cl)ccc(Cl)c1Cl)NCC1CCCO1 (configuration not stated),-6,-1
CCN(CC)CC(=O)Nc1nc(-c2ccc(Cl)cc2)cs1,-20,0
COc1ccc(S(=O)(=O)N2CCCCCC2)cc1C(=O)N(C)CC(=O)Nc1ccccc1Cl,0,1
COc1ccc(CC(=O)Oc2ccccc2Cl)cc1S(=O)(=O)N1CCOCC1,3,1
COc1ccc(CCNC(=O)c2cc3c(cc2Cl)N2CCCCCC2=NS3(=O)=O)cc1,-16,0
O=C1NCCN(Cc2c(F)cccc2Cl)C1CC(=O)N1CCCO1 (configuration not stated),-13,13
COc1ccccc1CCCNC(=O)C1CCC(=O)N(CCc2ccc(Cl)cc2)C1 (configuration not stated),-1,-4
O=C(Nc1cccc(Cl)c1)Nc1cnccn1,14,8
CCCCCCN1C(=O)C(O)=C(C(C)=O)C1c1ccc(Cl)cc1 (configuration not stated),-11,-2
CCOC(=O)[C@H]1[C@H]2COc3ccc(C)cc3[C@@H]2N2C(=O)c3ccc(Cl)cc3NC(=O)[C@@]12C,-9,-15
COC(=O)c1onc(-c2c(Cl)cccc2Cl)c1C(=O)OC,-9,8
O=C(NCCc1ccc(F)cc1)c1ccc(Cl)c(S(=O)(=O)N2CCOCC2)c1,-23,-1
CC1(c2nnc(Cc3ccccc3)o2)CC(c2cccc(Cl)c2)=NO1 (configuration not stated),-13,7
CCNC(=O)c1cc(S(=O)(=O)N(C)C)c(Cl)cc1Cl,-8,-3

# Assay outcomes: PubChem BioAssay, Sanford-Burnham Center for Chemical Genomics
